Chronic BCR inh: inhibitors of chronic active B-cell receptor signaling | ABC-DLBCL IkBa-CBG/CBR reporter, luminescence ratio, 4 h | Potency, µM (titrated, usually from 46.1 µM), without a hit: at the top dose ratio change, negative = lower green/red ratio, hits mostly inhibitors | hit rate 0.05% among 340,000; active means well fitted inhibition curve with a large enough effect in the signal ratio, with a control signal flat, not every such curve was filed as active; inconclusive means small, poorly fitted or top-dose-only effect, or effect the other way, or a change in a side signal; the % refers to the signal ratio;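 further: potency means the concentration at half of the fitted maximal effect; plate controls were basal doxycycline-induced cells for no effect and cells given 10 µM MG132 for full effect; MG132 reads +100%, hits lower the ratio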
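Cell line TMD8 (human ABC DLBCL), stably expressing tet-inducible CBG68-IkBa fusion and CBR; IMDM/0.5% FBS; cpd up to 46 uM; dox induction, 4 h, 37C/5% CO2; dual luminescence; green/red ratio; MG132 control.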
PKM2 activator: PKM2 (human) enzyme activation; P14618; purified PKM2, Kinase-Glo ATP luminescence, activation; response scale: 0% is enzyme alone, no compound; Potency, µM (series often up to 57.5 µM), inactives show at the top dose activation, hits mostly activators; hit rate 0.34% among 260,000; AID 1631; further: potency means the concentration at half of the fitted maximal effect; on the % scale 0 is the no-effect control and ±100 the full control effect; nearly all actives have a fitted effect of over 55% in size
Target sequence (P14618 whole entry, looked up): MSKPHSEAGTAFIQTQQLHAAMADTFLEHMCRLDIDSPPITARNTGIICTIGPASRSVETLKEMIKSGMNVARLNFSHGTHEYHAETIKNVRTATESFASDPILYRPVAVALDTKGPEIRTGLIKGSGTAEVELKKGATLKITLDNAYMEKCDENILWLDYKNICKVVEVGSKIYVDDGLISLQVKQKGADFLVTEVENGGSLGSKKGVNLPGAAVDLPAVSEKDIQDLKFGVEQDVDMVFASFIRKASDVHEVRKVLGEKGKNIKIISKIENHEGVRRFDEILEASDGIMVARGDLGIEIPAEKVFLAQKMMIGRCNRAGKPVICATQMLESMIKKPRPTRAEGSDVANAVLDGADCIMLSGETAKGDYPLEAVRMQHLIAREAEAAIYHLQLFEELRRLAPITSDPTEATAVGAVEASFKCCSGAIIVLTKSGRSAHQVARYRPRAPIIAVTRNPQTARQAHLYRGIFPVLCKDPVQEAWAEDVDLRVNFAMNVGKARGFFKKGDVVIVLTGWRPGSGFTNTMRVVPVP
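hPK-M2, >95% pure; 0.1 mM ADP / 0.5 mM PEP final; imidazole pH7.2 buffer w/ 7 mM MgCl2, 50 mM KCl; 1 h RT; Kinase-Glo lum. Intermediate enzyme activity for dual inhibitor/activator qHTS.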
Menin MLL FP TR: displaces Texas Red mutant MLL peptide from human menin; Menin + Texas Red MLL mutant peptide, fluorescence polarization; AID 1768; hit rate 0.23% among 270,000; O00255; Potency, µM (titrated, usually from 61.6 µM), for the others: top-dose FP activity change, negative = inhibition, hits mostly inhibitors; active means well fitted inhibition curve with a large enough effect in the polarisation, with a control signal flat, not every such curve was filed as active; inconclusive means small, poorly fitted or top-dose-only effect, or effect the other way, or a change in a side signal; inactive means no such curve, though single readings can be large or run the other way; the % refers to the polarisation; further: potency means the concentration at half of the fitted maximal effect; % of control where 0% means no effect; many of its hits are not listed in these tables
TSHR antag: blocks TSH signaling through the human TSH receptor | activity change, negative = inhibition, % at 11.5 µM | AID 504810 | TSHR-expressing cells, TSH-stimulated cAMP HTRF, 2 h; stronger effect = lower value | hit rate 0.2% among 330,000;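 active means activity change below a set negative limit, meaning inhibition stronger than a set level, cut at about -70% in these data; inconclusive means activity change between two set negative limits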; further: on the % scale 0 is the no-effect control and ±100 the full control effect
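TSHR-expressing cells, 200/well, pre-treated with compound, then stimulated with EC80 TSH (4nM final) for 2 hours at 37 deg C. cAMP measured by competitive HTRF: anti-cAMP cryptate antibody in lysis buffer plus cAMP-d2, read after 30 minutes at room temperature.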
MBNL1-CUG inh: blocks human MBNL1 binding to CUG repeat RNA | hit rate 0.036% among 280,000 | TR-FRET MBNL1-His/biotin-(CUG)12 binding, 665/545 ratio | Q9NR56 | Potency, µM (top dose mostly 57.5 µM), inactives show at the top dose activity change, negative = inhibition, usual class: inhibitors; active means well fitted inhibition curve with a large enough effect in the signal ratio, with a control signal flat, not every such curve was filed as active; inconclusive means small, poorly fitted or top-dose-only effect, or effect the other way, or a change in a side signal; inactive means no such curve, though single readings can be large or run the other way; the % refers to the signal ratio; further: potency means the concentration at half of the fitted maximal effect; on the % scale 0 is the no-effect control and ±100 the full control effect
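Ratiometric TR-FRET (665 over 545 nm, excitation 340 nm) tracks disruption of MBNL1-His/biotin-(CUG)12 complex after 60 min at room temperature, with compounds at 92 nM to 58 uM final.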
USP2a inh: inhibitors of human ubiquitin-specific protease USP2a | USP2 core, Ub-CHOP2 coupled fluorogenic reporter, 485/531 | Potency, µM (titrated, usually from 38.3 µM), inactives show at the highest dose activity change, negative = inhibition, usual class: inhibitors | hit rate 0.01% among 330,000 | AID 463254;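 further: potency means the concentration at half of the fitted maximal effect; plate controls were DMSO wells for no effect and full inhibition by NEM control for full effect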
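USP2 core (10nM final) preincubated 30min RT with compound in 20mM Tris-HCl pH 8.0, 2mM CaCl2, 2mM beta-mercaptoethanol, 0.05% CHAPS; 25nM Ub-CHOP2 plus 25nM reporter substrate added, fluorescence (Ex485/Em531) read after 60min.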
S-ASM inh: human S-ASM enzyme inhibition; hit rate 0.006% among 340,000; Potency, µM (top dose mostly 57.5 µM), for the others: top-dose activity change, negative = inhibition, hits mostly inhibitors; P17405; placental ASM, HMU-PC fluorogenic substrate, 60 min; further: potency means the concentration at half of the fitted maximal effect
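Fluorescence read-out (Ex 386 nm, Em 447 nm) after stopping the reaction at pH 10. Enzyme: ASM from human placenta; substrate HMU-PC0, 9 uM final; 60 min, 37 °C. Compound preincubation 10 min, ambient temperature.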
Mito fusion act: inhibitors of mitochondrial division or activators of mitochondrial fusion; S. cerevisiae fusion-defective mutant growth rescue, CellTiterGlo 48 h; AID 485298; hit rate 0.23% among 320,000; Potency, µM (series often up to 46.1 µM), inactives show at the highest dose growth rescue (activation), actives largely listed as activators;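 further: potency means the concentration at half of the fitted maximal effect; % of control where 0% means no effect; nearly all actives have a fitted effect of over 45% in size; temperature-sensitive fusion mutants such as fzo1-1 at 37 °C on non-fermentable ethanol glycerol medium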
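S. cerevisiae fusion-defective temperature-sensitive mutants (e.g. fzo1-1, mgm1-5) grown 48 h at 37C in YPEG (ethanol/glycerol non-fermentable) medium with 23 nl compound per well; growth rescue read as CellTiterGlo luminescence.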
GALK inh: blocks human galactokinase activity; P51570; Purified GALK, Kinase-Glo residual ATP luminescence; Potency, µM (titrated, usually from 57.5 µM), for the others: at the top dose activity change, negative = inhibition, actives largely listed as inhibitors; hit rate 0.007% among 270,000; further: potency means the concentration at half of the fitted maximal effect; on the % scale 0 is the no-effect control and ±100 the full control effect
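ATP-depletion format; final 35 uM ATP, 100 uM D-galactose, 5 nM enzyme; pH 8.0 HEPES/Mg2+ buffer; 60 min RT; luminescence read 10 min after detection reagent.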
KCNH2 WT inh: inhibitors of human wildtype KCNH2 potassium channel; Q12809; U2OS, BacMam KCNH2, thallium flux FluxOr; stronger effect = lower value; activity change, % at 1.84 µM; hit rate 0.37% among 340,000; AID 720551;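 active means maximum activity change below -70%; inconclusive means maximum activity change between -70% and -50%; inactive means maximum activity change above -50%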; further: on the % scale 0 is the no-effect control and ±100 the full control effect
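U2OS cells transduced with wild-type KCNH2 virus are loaded with FluxOr dye for 45 min, and thallium flux is measured in kinetic reads before and after stimulation buffer. Rate constants are normalized to DMSO controls.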
Eya2 phos inh: Eya2 (human) phosphatase inhibition; hit rate 0.006% among 330,000; recombinant Eya2, OMFP fluorescence dephosphorylation (OMFP is methylfluorescein phosphate); Potency, µM (highest dose often 76.9 µM), without a hit: at the highest dose activity, negative = inhibition, hits mostly inhibitors; further: potency means the concentration at half of the fitted maximal effect; on the % scale 0 is the no-effect control and ±100 the full control effect
Target sequence (O00167 whole entry, looked up): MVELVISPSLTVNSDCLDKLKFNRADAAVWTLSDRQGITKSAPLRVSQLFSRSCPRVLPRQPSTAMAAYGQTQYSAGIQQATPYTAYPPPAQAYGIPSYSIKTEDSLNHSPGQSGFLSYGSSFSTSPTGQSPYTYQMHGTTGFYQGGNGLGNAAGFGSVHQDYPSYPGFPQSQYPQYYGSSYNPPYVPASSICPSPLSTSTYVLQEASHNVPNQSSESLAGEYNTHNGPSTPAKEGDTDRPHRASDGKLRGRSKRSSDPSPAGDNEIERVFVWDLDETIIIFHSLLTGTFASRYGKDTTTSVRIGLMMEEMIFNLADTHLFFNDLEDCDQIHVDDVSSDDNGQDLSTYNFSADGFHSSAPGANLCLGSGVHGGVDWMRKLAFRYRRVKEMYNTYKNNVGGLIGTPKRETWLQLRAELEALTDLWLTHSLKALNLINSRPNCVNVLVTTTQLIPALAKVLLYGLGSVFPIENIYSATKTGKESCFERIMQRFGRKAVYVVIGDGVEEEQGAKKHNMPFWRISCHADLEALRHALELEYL
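Eya2 (0.2 uM) preincubated 10 min at ambient with compound, then OMFP substrate added at 50 uM; 10 min reaction in 50 mM HEPES pH 7.5, 50 mM NaCl, 5 uM MgCl2, 0.05% BSA, 1 mM DTT. Fluorescence read at Ex 485/Em 525 nm.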
Active calls of the source: *; i = inactive; ? = inconclusive; . = not tested or not shown; [ ] = dose if it differs, or a comment. Unless noted, the call rests on the fitted dose curve; in most records, active means well fitted curve in the direction sought with a large enough effect; inconclusive means small, poorly fitted or top-dose-only effect, or another doubt; inactive means no such curve, though single readings can be large; an effect the other way counts as inactive or inconclusive. The list is partial; rates above refer to the full screens.

SMILES	Chronic BCR inh	PKM2 activator	Menin MLL FP TR	TSHR antag	MBNL1-CUG inh	USP2a inh	S-ASM inh	Mito fusion act	GALK inh	KCNH2 WT inh	Eya2 phos inh
COCCCNC(=O)c1ccc(S(=O)(=O)c2ccc(Cl)cc2)c(NC(C)=O)c1	?	.	-12.3%	-6.2	-6.4%	7.1%	4.0%	10.5%	2.9%	3.8	0.5%
COc1cccc(CC(NC(C)=O)C(=O)NC2CCN(S(=O)(=O)c3ccc(NC(C)=O)cc3)CC2)c1OC (stereo not drawn)	-3.7%	-3.1%	15.4%	14.3	1.7%	2.6%	0.5%	-6.3%	2.1%	5.0	-1.0%
N/C(=N\OC(=O)CCC1CCCC1)c1ccc([N+](=O)[O-])cc1	7.9%	-0.6%	?	-9.0	?	-1.9%	-5.0%	-5.1%	-0.5%	3.5	5.3%
Cn1c(OCc2cccnc2)nc2c1c(=O)n(Cc1ccc(Br)cc1)c(=O)n2C	-1.1%	20µM*	3.6%	-14.7	-3.9%	5.3%	-8.1%	14.2%	6.3%	-1.0	5.3%
O=S1(=O)C=CC(Nc2cccc(Cl)c2)C1 (stereo not drawn)	?	-3.1%	-4.6%	-5.5	5.3%	-1.6%	-1.0%	-4.0%	-0.1%	0.2	-0.5%
CC(c1cccs1)N(C(=O)Nc1ccccc1)C1CCCCC1 (stereo not drawn)	-9.5%	0.0%	-12.2%	15.8	4.6%	-1.0%	-0.3%	-0.2%	1.4%	1.7	6.5%
Cc1ccc(NC(=O)c2cnccn2)cc1C	-15.7%	-21.7%	-22.1%	1.5	-7.7%	3.0%	-1.6%	-1.0%	3.4%	1.3	-6.1%
O=C(NCc1ccco1)c1ccccc1O	?	0.0%	2.2%	16.7	-1.4%	1.1%	-1.6%	-1.0%	-1.9%	6.6	2.7%
Cc1cc(N2CCN(C3CCCC3)CC2)n2ncc(-c3ccccc3)c2n1	1.1%	1.5%	11.5%	-12.0	-11.7%	-1.2%	.	1.0%	1.6%	.	11.7%
O=C(NCc1ccco1)Nc1ccc(Br)cc1Cl	0.5%	-12.4%	-1.1%	-6.4	-1.1%	-0.6%	-2.0%	10.1%	-1.6%	-8.4	-21.3%
O=C1Nc2ccccc2C1(O)c1ccccc1 (stereo not drawn)	?	-3.9%	-25.9%	3.5	-4.1%	1.5%	0.8%	-3.4%	7.6%	.	3.3%
CCc1ccccc1NC(=O)CSc1nnc(Cn2nnc3ccccc32)n1C	4.4%	-11.4%	-4.5%	2.3	-26.6%	3.3%	1.4%	-2.2%	0.4%	-1.6	0.2%
CCCCNC(=S)Nc1ccccc1F	8.9%	-0.1%	-13.4%	-0.5	-8.7%	-0.1%	-0.9%	-10.8%	-1.6%	2.0	-3.4%
Cn1sc(NC(=O)c2ccccc2)nc1=O	?	-7.0%	-0.1%	-3.4	-1.4%	0.4%	0.2%	3.7%	-2.6%	-4.7	-0.7%
Cc1ccccc1C(=O)NN(C)c1nc2ccccc2nc1C(F)(F)F	1.5%	2.4%	?	1.5	35.9%[activator]	-1.6%	24.4%	0.9%	-0.1%	4.3	7.7%
Cc1noc(C)c1-c1ccc2ncnc(NC(C)c3ccco3)c2c1 (stereo not drawn)	-2.4%	.	3.8%	17.9	.	0.7%	-0.4%	9.5%	.	.	-1.3%
Nc1ncnc2c1ncn2[C@H]1C[C@H](O)[C@@H](COP(=O)(O)O)O1	0.8%	-4.3%	-3.9%	-1.7	26.0%	2.7%	?	-2.9%	.	-0.1	-7.3%
Cc1ccccc1OCc1nc2ccc(S(=O)(=O)N3CCOCC3)cc2[nH]1	-19.4%	9.6%	8.7%	4.1	-0.2%	2.6%	-2.3%	0.4%	0.3%	4.0	-23.4%
Cc1onc(-c2c(Cl)cccc2Cl)c1C(=O)N1CCN(c2ccccc2)CC1	5.9%	-5.9%	-19.8%	-2.2	0.3%	0.7%	-4.1%	25.5%	10.0%	.	0.4%
COC(=O)c1sccc1NC(=O)Nc1ccc(C(C)=O)cc1	?	-24.3%	.	-8.7	3.0%	3.6%	-2.5%	0.6%	2.1%	16.3	-14.4%
COc1ccc(CNC(=O)c2sccc2C)cc1	?	-3.7%	-0.1%	11.4	5.8%	1.5%	1.3%	-2.0%	0.0%	-7.8	8.6%
N#CC(c1ccccn1)c1ncc(C(F)(F)F)cc1Cl (stereo not drawn)	1.1%	0.2%	18.9%	9.1	-0.5%	2.4%	-3.5%	-0.6%	-3.0%	i	3.9%
O=C(COc1ccc(Cl)cc1Cl)Nc1cccc(-c2ccc(N3CCOCC3)nn2)c1	3.5%	.	.	12.5	.	-1.7%	2.3%	7.4%	.	0.7	10.7%
O=C1c2ccccc2NC(c2ccco2)N1NS(=O)(=O)c1ccccc1 (stereo not drawn)	6.2%	-1.3%	10.8%	-6.8	3.6%	1.3%	6.7%	1.7%	-0.4%	4.6	-0.4%
O=c1c2ccccc2oc2nc3ccn(Cc4ccncc4)c(=O)c3cc12	3.0%	-1.6%	3.1%	-12.2	?	2.8%	.	-0.4%	2.9%	.	19.2%
Clc1ccccc1-c1csc(Nc2cccnc2)n1	?	-11.2%	.	21.0	-6.3%	0.5%	4.2%	0.5%	1.1%	-1.9	9.3%
CCCC(C(=O)NC1CCCC1)N(Cc1ccccc1)C(=O)c1snc(C(N)=O)c1N (stereo not drawn)	6.0%	5.1%	1.5%	-4.6	11.4%	3.2%	103.4%[activator]	9.1%	-1.7%	-11.7	3.7%
CCc1c(C)nc(N)c(C#N)c1-c1ccccc1	13.0%	3.5%	-24.6%	-6.6	-7.5%	0.4%	3.2%	10.9%	10.4%	29.3	7.0%
CCOC(=O)N1CCC(n2c(=S)[nH]c3cc(OCC)c(OCC)cc3c2=O)CC1	2.1%	-6.4%	29.7%	2.4	-1.0%	0.4%	3.4%	-2.8%	-2.1%	10.3	14.9%
CCOc1ccc(NC(=S)NC2CC3CCC(C2)N3Cc2ccco2)cc1 (stereo not drawn)	-10.9%	-10.6%	-25.4%	23.4	2.8%	0.5%	8.3%	2.4%	2.9%	16.8	1.9%
Cc1ccnc(OC(C(=O)O)C(OCc2ccccc2)(c2ccccc2)c2ccc(C(F)(F)F)cc2)n1 (stereo not drawn)	5.6%	0.8%[11.5 µM]	15.9%	-17.3	-3.7%	3.5%	5.6%	-1.5%	5.4%	-1.0	-16.4%
C/C(=N/NC(=O)CNC(=O)COc1ccccc1)c1ccc(Cl)cc1	?	4.4%[0.46 µM]	?	-0.6	-6.3%	1.0%	0.2%	-0.8%	4.2%	2.8	-1.9%
Cc1c(C(=O)Nc2ccc3c(c2)OCCO3)sc2nc(-c3ccccc3)cn12	?	2.0%	-5.4%	?	56.5%[activator]	0.5%	-19.8%	?	-2.2%	-14.1	-15.1%
C[C@H](NC(=O)c1cc2c([nH]c3ccccc32)c(-c2ccccc2)n1)C(=O)O	?	.	14.3%	-11.5	4.8%	1.3%	18.7%	-13.6%	-1.4%	1.9	-2.7%
CCOC(=O)c1c(CN2CCN(CCO)CC2)n(C)c2cc(Br)c(OC)cc12	?	-4.8%	-22.9%	-6.2	-14.9%	0.7%	-8.2%	-6.0%	-0.9%	1.1	10.5%
CCN(CC)C(=O)CSc1nc2ccccc2c(=O)n1OC(C)C	?	1.2%	0.4%	-14.4	-2.8%	5.6%	-0.6%	0.6%	-1.1%	-3.3	1.9%
COc1cc(OC)cc(-c2c(-c3ccc(F)cc3)c3cc(-c4ccc5[nH]ccc5c4)ccc3n2C)c1	?	.	.	16.2	.	2.9%	12.0%	-20.8%	.	0.9	-3.5%
CC(SC#N)C(=O)C12CC3CC(CC(C3)C1)C2 (stereo not drawn)	?	-7.2%	-0.1%	-10.0	-3.0%	3.4%	-1.6%	19.5%	-3.1%	i	-2.3%

High-throughput results from PubChem BioAssay.
